# Compound activity: PubChem, National Center for Advancing Translational Sciences (NCATS)
# HBB splicing: modulators of hemoglobin beta chain splicing | Potency, µM (highest dose often 46.1 µM), inactives show top-dose activation, actives largely listed as activators | 65,000 compounds, 0.06% hits | HBB splicing reporter cell assay, activation; EGFP reporter with mutant IVS2-654 intron; response scale: normalised to 500 nM splice-correcting PNA; also: potency is read from the fitted curve at half-maximal effect; 0% is about no effect
#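 HeLa cells stably expressing EGFP interrupted by mutant beta-globin intron 2 (IVS2-654), 500/well in 2% FCS. Treated with compound for 2 days at 37C. Splicing correction scored as total well GFP intensity (488 nm excitation, 500-520 nm emission); 500 nM antisense PNA served as control.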
# Fluorescein autfl: fluorescein region autofluorescence. AID 593. Compound autofluorescence, 480/540 nm, fluorescein-equivalent; hits give high values. 59,000 compounds, 0.91% hits. max fluorescein-equivalent concentration, M; in the data active = max fluorescein-equivalent concentration above about 10 nM; inconclusive = between about 1.1 nM and that limit
#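 Values reflect compound autofluorescence, normalized to fluorescein on the same plate and reported at each tested concentration. Conditions: 100 mM Tris pH 8.0, room temperature, 15 min, excitation 480 nm, emission 540 nm.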
# Hsp90 Hop PPI: changes Hsp90-Hop TPR2A binding signal, up or down; AlphaScreen TPR2A-His6 binding biotin-Hsp90 C-terminal peptide; Potency, µM (top dose mostly 57 µM), for the others: at the highest dose activity change, negative = inhibition; 71,000 compounds, 0.44% hits; AID 595; active = well fitted curve in either direction with a large enough effect; inconclusive = small, poorly fitted or top-dose-only effect, or another doubt; also: potency is read from the fitted curve at half-maximal effect; % is scaled to controls: 0 for no effect and ±100 for the full control effect; many of its hits are not listed in these tables
# HADH2 inh: blocks human hydroxyacyl-CoA dehydrogenase type II; Q99714; recombinant HADH2, NADH fluorescence, beta-hydroxybutyryl-CoA; Potency, µM (top dose mostly 57.1 µM), for inactives: at the top dose activity change, negative = inhibition, hits mostly inhibitors; 73,000 compounds, 3.4% hits; AID 886; also: potency is read from the fitted curve at half-maximal effect; % is scaled to controls: 0 for no effect and ±100 for the full control effect; nearly all actives have a fitted effect of over 60% in size; many of its hits are not listed in these tables
# Target sequence (Q99714 whole entry, looked up, one chain of several): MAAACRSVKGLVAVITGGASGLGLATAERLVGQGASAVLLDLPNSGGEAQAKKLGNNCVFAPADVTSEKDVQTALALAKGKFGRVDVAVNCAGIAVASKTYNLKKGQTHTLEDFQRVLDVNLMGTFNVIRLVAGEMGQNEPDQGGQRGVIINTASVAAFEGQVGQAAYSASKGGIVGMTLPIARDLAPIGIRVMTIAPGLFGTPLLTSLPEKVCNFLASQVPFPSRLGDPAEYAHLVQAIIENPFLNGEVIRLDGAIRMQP
#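 Buffer 100 mM Tris-HCl pH 9.0/0.01% Tween-20; HADH2 20 nM; NAD+ 1 mM; beta-hydroxybutyryl-CoA 90 uM (all final). 15 min cpd preincubation, RT.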
# Pol III holo inh: inhibitors of bacterial DNA polymerase III holoenzyme; Potency, µM (highest dose often 57.1 µM), without a hit: top-dose activity change, negative = inhibition; reconstituted DNA polymerase III holoenzyme replication, biochemical; AID 603; 71,000 compounds, 0.25% hits; also: potency is read from the fitted curve at half-maximal effect; % is scaled to controls: 0 for no effect and ±100 for the full control effect
#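 Reconstituted *E. coli* holoenzyme (0.35 nM Pol III, 1 nM beta, 154 nM SSB, 2 nM primase) was preincubated with compound for 15 min at RT. Synthesis on 1.4 nM ssM13Gori ran 35 min, then was stopped with PicoGreen/EDTA and read as dsDNA fluorescence.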
# Texas Red fluor: Texas Red region autofluorescence; Compound fluorescence, Texas Red channel, 547/618 nm; hits give high values; max dye-equivalent concentration, M; 59,000 compounds, 0.06% hits; AID 587; in the data active = max dye-equivalent concentration above about 10 nM; inconclusive = between about 1.1 nM and that limit
#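 Compound fluorescence was read after 15 min at room temperature in 100 mM Tris, pH 8.0, using 547 nm excitation and 618 nm emission across a concentration series. It was expressed as Texas Red dye-equivalent concentration from an on-plate standard curve.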
# GFP derepression: epigenetic GFP locus derepression in mouse cells; mouse C127i GFP locus derepression, cytometry, 30 h; Potency, µM (top dose mostly 46.1 µM), inactives show at the highest dose GFP derepression (activation); 68,000 compounds, 0.09% hits; AID 597; also: % of control where 0% means no effect
#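 Locus derepression in mouse mammary C127i cells whose integrated CMV-GFP reporter is normally silent; GFP expression after 30 h compound treatment was quantified by counting fluorescent cells.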
# 15-hLO inh: 15-hLO (ALOX15) enzyme inhibition. 74,000 compounds, 1.4% hits. P16050. Potency, µM (titrated, usually from 57.1 µM), for the others: at the highest dose activity change, negative = inhibition, actives largely listed as inhibitors. purified 15hLO-1, xylenol orange hydroperoxide absorbance; also: potency is read from the fitted curve at half-maximal effect; % is scaled to controls: 0 for no effect and ±100 for the full control effect; nearly all actives have a fitted effect of over 55% in size
# Target sequence (P16050 whole entry, looked up): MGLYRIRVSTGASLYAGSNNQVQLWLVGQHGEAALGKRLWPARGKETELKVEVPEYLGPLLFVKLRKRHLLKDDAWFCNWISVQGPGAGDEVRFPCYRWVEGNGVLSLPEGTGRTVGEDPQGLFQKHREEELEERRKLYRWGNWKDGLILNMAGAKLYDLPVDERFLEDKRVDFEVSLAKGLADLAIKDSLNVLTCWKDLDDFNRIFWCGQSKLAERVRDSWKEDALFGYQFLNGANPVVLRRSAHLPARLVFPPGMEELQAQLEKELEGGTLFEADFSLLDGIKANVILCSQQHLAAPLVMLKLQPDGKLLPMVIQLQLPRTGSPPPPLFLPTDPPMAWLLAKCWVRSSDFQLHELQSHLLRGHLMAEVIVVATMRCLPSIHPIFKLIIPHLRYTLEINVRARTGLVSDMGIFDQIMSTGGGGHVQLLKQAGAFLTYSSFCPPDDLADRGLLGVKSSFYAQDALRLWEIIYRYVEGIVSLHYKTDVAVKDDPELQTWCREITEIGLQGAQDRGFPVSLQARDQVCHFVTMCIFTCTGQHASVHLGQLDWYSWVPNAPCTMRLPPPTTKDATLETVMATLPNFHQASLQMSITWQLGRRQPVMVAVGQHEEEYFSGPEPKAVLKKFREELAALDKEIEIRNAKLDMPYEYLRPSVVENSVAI
#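 40 nM 15hLO-1 + cpd, 15 min RT; start w/ 50 uM AA (final), 6 min RT; stop/detect w/ 200 uM XO + 300 uM Fe(II) in 50 mM H2SO4, 30 min; A573/A405. Buffer 25 mM Hepes pH 7.5, 0.01% Triton X-100. No-enzyme wells as negative control.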
# 4-MU autofl: 4-MU region autofluorescence; compound autofluorescence, 340/450 nm, 4-MU equivalents; hits give high values; max dye-equivalent concentration, M; 59,000 compounds, 11% hits; in the data active = max dye-equivalent concentration above about 10 nM; inconclusive = mostly about 1.1 nM to 9.6 nM
#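 Intrinsic fluorescence at 340/450 nm (ex/em) was read after 15 min at room temperature in pH 8.0, 100 mM Tris. Each compound concentration expressed as 4-MU-equivalent concentration from a six-point 4-MU standard series on each plate.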
# Rhodamine fluor: compound fluoresces in the rhodamine spectral region | max dye-equivalent concentration, M | 59,000 compounds, 0.05% hits | AID 594 | Rhodamine-region fluorescence, 547/598 nm, Tris buffer; hits give high values; in the data active = max dye-equivalent concentration above about 11 nM; inconclusive = between about 1.1 nM and that limit
#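 Intrinsic compound fluorescence, ex 547 / em 598 nm, CCD imager. Tris 100 mM pH 8.0; 15 min RT. Output = rhodamine dye-equivalent concentration at each compound concentration.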
# UbGFP stabilizer: ubiquitin-GFP accumulation via proteasome inhibition; Ubiquitin-GFP reporter cells, proteasome inhibition, GFP fluorescence; response scale: untreated = 0%, 10 µM MG-132 = 100%; Potency, µM (titrated, usually from 45.9 µM), inactives show top-dose activation (GFP accumulation), usual class: activators; 67,000 tested, under 10 active; AID 526; active = well fitted activation curve with a large enough effect, not every such curve was filed as active; inconclusive = small, poorly fitted or top-dose-only effect, or another doubt; inactive = no such curve, though single readings can be large or run the other way; also: potency is read from the fitted curve at half-maximal effect
#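 U2OS cells stably expressing ubiquitin(G76V)-GFP, seeded overnight in 0.5% FBS medium, were exposed to compounds (qHTS, 46 uM to 2.9 nM) for 4 hr at 37 °C. GFP-positive cells were counted by laser cytometry (488 ex/515 em), normalized between basal and 10 uM MG-132.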
# Numbers without * were called inactive; i = inactive; u = inconclusive; x = no result given; [ ] = remark or other dose. Unless noted, calls follow the shape of the dose curve; as a rule, active = well fitted curve in the direction sought with a large enough effect; inconclusive = small, poorly fitted or top-dose-only effect, or another doubt; inactive = no such curve, though single readings can be large; an effect the other way counts as inactive or inconclusive. Some of the compounds tested (hit frequency here may not be typical).
SMILES,HBB splicing,Fluorescein autfl,Hsp90 Hop PPI,HADH2 inh,Pol III holo inh,Texas Red fluor,GFP derepression,15-hLO inh,4-MU autofl,Rhodamine fluor,UbGFP stabilizer
Cc1cc(C)nc(-n2nc(C)c3c(C(F)F)cc(C)nc32)n1,0.1%[57.5 µM],u,3%,-7%,-9%,i,5%,8%,2.6e-08M*,i,-1%
CCCOC(=O)c1ccc(Oc2cn[nH]c2-c2ccc(OCC)cc2O)cc1,7.1%[0.369 µM],i,-1%,-5%,0%,i,7%,-21%,i,i,-1%
Cc1cc(C)n(C(=O)c2ccc(NC(=O)C3CC3)cc2)n1,-0.3%,x,-2%,-13%,-2%,x,x,5%,x,x,1%
COc1cccc(-c2nc(S(=O)(=O)c3ccccc3)c(N3CCOCC3)o2)c1,1.0%,i,-17%,5%,2%,i,-2%,-6%,i,i,-1%
COC(=O)C(C)Sc1ccc2nnc(-c3cccc(F)c3)n2n1 (stereo unspecified),1.8%,x,-2%,13µM*,-8%,x,x,-14%,x,x,12%
Cc1ccc(C)c(NS(=O)(=O)c2c(C)nn(C)c2C)c1,3.1%,i,-2%,-4%,-4%,i,3%,-9%,5.1e-08M*,i,-5%
COc1ccc(-n2c(C)cc(C(=O)CSc3nnc(-c4ccoc4C)n3C)c2C)cc1,-0.3%[57.5 µM],i,-15%,6%,4%,i,-2%,-11%,i,i,-4%
CCC(=O)Nc1ccc(N2CCN(C(=O)c3ccccc3C)CC2)cc1,-1.7%,i,-4%,-13%,-6%,i,u,-11%,6.1e-07M*,i,5%
O=c1nc(C(F)(F)F)nc2ccccn12,0.1%,i,u,u,-1%,i,-3%,-4%,i,i,0%
CC(NC(=O)c1cccc(N2CCCC2=O)c1)c1ccc2c(c1)OCCO2 (stereo unspecified),2.1%,i,2%,6%,-2%,u,-1%,-1%,i,i,2%
COc1ncc2nc(-c3cc(F)cc(F)c3)c(=O)n(CCc3ccccc3)c2n1,0.0%,i,7%,9%,-8%,i,3%[9.22 µM],-15%,i,i,11%
COC(=O)c1ccccc1NC(=O)COc1ccccc1,0.1%[9.22 µM],x,18%,-2%,0%,x,0%,-6%,x,x,30%

# 4-MU autofl, what is marked active above
structure	Hsp90 Hop PPI	HADH2 inh	Pol III holo inh	Texas Red fluor	15-hLO inh	4-MU autofl	Rhodamine fluor
Cc1cc(C)nc(-n2nc(C)c3c(C(F)F)cc(C)nc32)n1	3%	-7%	-9%	i	8%	2.6e-08M*	i
Cc1ccc(C)c(NS(=O)(=O)c2c(C)nn(C)c2C)c1	-2%	-4%	-4%	i	-9%	5.1e-08M*	i
CCC(=O)Nc1ccc(N2CCN(C(=O)c3ccccc3C)CC2)cc1	-4%	-13%	-6%	i	-11%	6.1e-07M*	i

# New compounds follow:
SMILES,HBB splicing,Fluorescein autfl,Hsp90 Hop PPI,HADH2 inh,Pol III holo inh,Texas Red fluor,GFP derepression,15-hLO inh,4-MU autofl,Rhodamine fluor,UbGFP stabilizer
CCC(C)(C)n1nnnc1C(c1cc2ccc(OC)cc2[nH]c1=O)N1CCc2ccccc21 (stereo unspecified),x,u,-15%,-12%,-4%,i,-2%,-19%,i,i,2%
Cc1cc(NS(=O)(=O)c2ccccc2)c(C)c(Cl)c1O,2.5%,x,1%,10µM*,2%,x,-2%,u,x,x,0%
CCOC(=O)N1CCN(C(=O)c2ccc3c(=O)n4c(nc3c2)CCCCC4)CC1,2.0%,u,-5%,3%,0%,i,5%,-2%,i,i,4%
CCOC(=O)c1ccc(N2Cc3ccccc3C2)cc1O,0.4%,i,-7%,3%,-5%,i,6%,-7%,i,i,0%
Cn1c(=O)c2c(nc(SCC(=O)N3CCCc4ccccc43)n2C)n(C)c1=O,x,u,-1%,0%,-8%,u,1%,3%,i,i,3%
CCOC(=O)CC1=NC(=O)CS1,x,u,x,x,x,i,2%[20.6 µM],x,i,i,x
CCC1(COC(=O)Nc2cccc(Cl)c2)COC1,2.5%[57.5 µM],i,4%,1%,0%,u,2%,-3%,i,i,1%
O=C(CCc1ccccc1)n1nc(-c2ccccc2)nc1NCc1ccco1,-0.6%,i,20%,7%,2%,u,5%,-3%,i,i,-2%
O=C(Nc1cc(C(F)(F)F)ccc1N1CCOCC1)C1Cc2ccccc2CN1C(=O)c1ccco1 (stereo unspecified),-5.9%,u,-10%,-4%,-2%,u,2%,-27%,i,i,2%
CCn1cc(CNC(=O)C2C3CCC(C3)C2C(=O)O)cn1 (stereo unspecified),1.2%,i,-4%,10%,-3%,i,-1%,2%,i,i,11%
COc1ccc(CC(=O)Nc2ccc(-c3nnc(-c4ccc(C)cc4)o3)cc2)cc1,2.2%,i,-2%,0.25µM*,1%,i,6%,-3%,i,i,1%
c1ccncc1,1.4%,x,-4%,1%,3%,x,x,2%,x,x,x
C=CCN(C(=O)CCC(=O)O)C1CC(=O)N(c2ccc(OCCC)cc2)C1=O (stereo unspecified),x,u,x,x,x,i,-6%[20.6 µM],x,i,i,x
COc1ccc(C)cc1Nc1cc(C)nc2nc(C)nn12,1.5%,x,1%,0%,-4%,x,-2%,2%,x,x,-2%
COC(=O)c1ccccc1,0.1%,x,-2%,-5%,-5%,x,x,0%,x,x,x
CC(=O)c1ccc(OCC(O)CN2C(C)CCCC2C)cc1 (stereo unspecified),-1.5%,x,-2%[2.3 µM],11%,-2%,x,x,-2%,x,x,10%
O=C(O)[C@H]1CCCC[C@@H]1c1c2ccc(=O)c(O)c-2oc2c(O)c(O)ccc12,4.2%[9.22 µM],u,u,1µM*,0.32µM*,i,-1%[9.22 µM],u,i,i,0%[9.17 µM]
Cc1cc(N2CCN(C(=O)c3ccco3)CC2)n2ncnc2n1,x,i,-1%,-1%,-5%,i,0%,5%,i,i,-4%
Cc1ccc2cc(CN(Cc3ccc4c(c3)OCO4)Cc3nnnn3Cc3ccco3)c(=O)[nH]c2c1,x,i,-12%,-10%,1%,i,5%,-16%,i,i,-7%
Cc1ccc2nc3c(cc(C(N)=S)c(=N)n3CCCOC(C)C)c(=O)n2c1,4.1%[57.5 µM],u,-21%,8%,-10%,i,6%,u,1.5e-07M*,i,-3%
c1ccc(COc2nsnc2N2CCOCC2)cc1,-1.4%,x,-12%,u,1%,x,0%,u,x,x,3%
Cc1ccc(NC(=O)CC2SC3=NCCCN3C2=O)c(C)c1 (stereo unspecified),1.1%,u,1%,u,0%,i,0%,-12%,i,i,0%
COC(=O)CCN(C(=O)c1ccc2c(c1)OCO2)c1ccccn1,-2.1%,i,u,-9%,3%,i,-2%,12%,i,i,4%
Cc1ccc(-c2nc3ccccc3c(=O)n2CCCN2CCOCC2)cc1,1.1%,u,-7%,5%,0%,i,-3%,5%,i,i,10%
Cc1ccc(NC(=O)CS(=O)(=O)c2c[nH]c3ccccc23)c(C)c1,-0.8%,i,-2%,1%,-4%,i,2%,2%,i,i,-2%
CCn1cnc2c1c(=O)n(Cc1nnc3n1-c1ccccc1SC3)c(=O)n2Cc1ccccc1,0.1%[57.5 µM],i,u,23%,-6%,i,3%,-2%,i,i,3%
Cc1nnc(SCC(=O)Nc2nsc(-c3ccccc3)n2)s1,4.8%,u,-6%,10%,1%,i,0%,-2%,i,i,-4%
CCN=C1SC(C(=O)NCCc2ccccc2)CC(=O)N1CC (stereo unspecified),-0.5%,u,-1%,-6%,-4%,i,0%,3%,i,i,-3%
O=C(CN1CCC(n2nnc3cc(C(F)(F)F)ccc32)CC1)Nc1ccc2c(c1)OCCO2,x,i,-1%,22%,-6%,i,1%,-6%,i,i,2%
O=C(c1c[nH]c2ccc(S(=O)(=O)N3CCOCC3)cc2c1=O)N1CCN(c2ccccn2)CC1,-0.5%,i,2%,-19%,-4%,i,1%,-2%,u,i,-4%
CCN1CCN(C(=O)c2sc3nc(C)nc(N4CCC(C)CC4)c3c2C)CC1,-0.8%,i,-4%,1%,0%,i,0%,2%,i,i,6%
CC1(C)NC(=O)N(CC(O)CN2CCCC2)C1=O (stereo unspecified),3.2%,u,-7%,-1%,-10%,i,-2%,-21%,i,i,0%
COc1ccc2oc(=O)c(C(=O)N3CCN(c4ccccc4)CC3)cc2c1,0.5%,u,-4%,-2%,3%,i,10%,-1%,3.1e-08M*,i,-2%
CC(=O)n1nc(-c2cccnc2)nc1N,0.1%,u,-2%,-3%,-1%,u,0%,-13%,i,i,9%
CCOc1cccc(C(=O)N2CCCCC2c2cccnc2)c1 (stereo unspecified),-7.5%,x,-1%,4%,-4%,x,-2%,-2%,x,x,1%
